# Source: PubChem BioAssay
# NALP1 inh = NALP1 inflammasome inhibitors in reconstituted yeast, colorimetric, S. cerevisiae, triplicate retest. AID 2071, 2009. S. cerevisiae NALP1/ASC/caspase-1 growth, X-gal OD620, 72 h. inhibition, % at 10 µM. hit rate 0.61% among 280,000; in the data active means inhibition mostly above about 24%, no sharp cut-off; inactive means mostly below about 32%; further: some compounds called inactive have numbers as strong as hits
# IMP-1 inhibitor = IMP-1 metallo-beta-lactamase inhibitors, primary screen, biochemical, epi-absorbance readout, Pseudomonas aeruginosa enzyme | purified IMP-1, nitrocefin hydrolysis, epi-absorbance fluorescence | inhibition, % at 5.6 µM | hit rate 0.45% among 290,000;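 active means inhibition above the mean plus 3 SD of all compounds in the same screening run, cut at about 4.5% in these data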;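 further: 0% = IMP-1 with DMSO and 100% = DMSO wells lacking enzyme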
#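 system = purified recombinant IMP-1 beta-lactamase | amount = 0.2 nM IMP-1, as dispensed | medium = HEPES buffer pH 7.1 with ZnSO4 and Brij 35 | times = 25 °C, 15 min preincubation, 25 min reaction | detection = plate fluorescence quenching by hydrolysis product, ex 480/em 530 nm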
# VIM-2 inh = VIM-2 metallo-beta-lactamase inhibitors, primary screen, biochemical, epi-absorbance readout, Pseudomonas aeruginosa enzyme. purified VIM-2, nitrocefin hydrolysis, epi-absorbance fluorescence. inhibition, % at 5.6 µM. hit rate 0.89% among 290,000. AID 1527, 2009;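 active means inhibition above the mean of all tested compounds plus 3 SD, cutoff set per screening run, cut at about 7.5% in these data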;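 further: red hydrolysis product quenches plate fluorescence so inhibitors raise well fluorescence; 0% = enzyme with DMSO and 100% = DMSO without enzyme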
# HCV NS3 hel inh = inhibitors of HCV NS3 helicase, primary screen, biochemical, Cy5 molecular beacon fluorescence; hit rate 0.56% among 290,000; NS3 helicase DNA unwinding; Hepatitis C virus NS3 helicase; inhibition, % at 10.9 µM;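 active means inhibition above the mean of all tested compounds plus 3 SD, set per campaign, cut at about 35% in these data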;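 further: 0% = DMSO wells and 100% = thioflavine S control wells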
#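 System: NS3 helicase fragment of HCV / Schedule: 1 h at 25 °C / Control set: DMSO alone as 0% and 110 µM thioflavine S as 100% / Reagent: Cy5/quencher beacon DNA duplex and ATP to start / Technique: Cy5 fluorescence / Replication: singlicate / Evaluation: % inhibition of end-to-start signal ratio versus controls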
# DNA FID counter = compounds displacing fluorescent DNA intercalator, primary screen, artefact control for HCV NS3 helicase inhibitor project, biochemical, FID fluorescence. hit rate 0.17% among 290,000. inhibition, % at 7.9 µM. DNA fluorescent intercalator displacement; in the data active means inhibition above about 37%;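 further: 0% = vehicle and 100% = reference compound; higher means more ethidium bromide displaced from hairpin DNA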
# MEKK2 mut-MEK5 = MEK5 binding signal on mutant MEKK2 PB1, primary screen, biochemical, multiplex bead flow cytometry, Alexa488-MEK5 | Alexa488-MEK5 binding to MEKK2 mutant | percent response, % at 10 µM | hit rate 0.35% among 290,000 | AID 1530, 2009; in the data active means percent response above about 24%, passing the limit was not always enough; further: inactives centre near 1; some results filed as inactive read as strong as hits
# MEKK2wt PB1 HTS = modulators of MEK5 binding to wildtype MEKK2, primary screen, biochemical, multiplex bead flow cytometry, Alexa488-MEK5; AID 1531, 2009; Alexa488-MEK5 binding to MEKK2 WT; actives lie on both sides; hit rate 1.1% among 290,000; binding response (% of control), % at 10 µM; Mitogen-activated protein kinase kinase kinase 2 (Homo sapiens), Q9Y2U5; in the data active means binding response below about 67% or above about 130%
# M18AAP inhibitor = PfM18AAP inhibitors, malaria aminopeptidase, primary screen, biochemical, QFRET, recombinant enzyme | H-Glu-NHMec fluorogenic cleavage | hit rate 1.2% among 290,000 | inhibition, % at 7.35 µM | M18 aspartyl aminopeptidase (Plasmodium falciparum 3D7);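 active means inhibition above the campaign mean inhibition over all tested compounds plus 3 SD, cut at about 28% in these data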;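 further: 0% = plate median of test compound wells and 100% = 2 mM ZnCl2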
# UBC9 SUMO inh = inhibitors of in vitro SUMOylation cascade, primary screen, biochemical, HTRF, uHTS | SUMO-conjugating enzyme UBC9 (Homo sapiens), P63279 | HTRF SUMOylation assay, SAE1/SAE2 + UBC9 | inhibition, % at 35 µM | hit rate 0.36% among 290,000; in the data active means inhibition above about 50%, passing the limit was not always enough; further: strong numbers were not always called active
# Target sequence (P63279 whole entry, looked up): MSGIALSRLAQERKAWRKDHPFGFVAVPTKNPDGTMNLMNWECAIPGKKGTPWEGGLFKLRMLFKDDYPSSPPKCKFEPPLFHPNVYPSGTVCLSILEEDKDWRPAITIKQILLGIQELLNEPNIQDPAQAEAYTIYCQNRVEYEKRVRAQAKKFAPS
# Starred values were filed as active, the others as inactive; nt = not tested or not shown.
nr	Compound	NALP1 inh	IMP-1 inhibitor	VIM-2 inh	HCV NS3 hel inh	DNA FID counter
1	CCSc1nnc(NC(=O)[C@@H](NC(=O)c2cccc(C)c2)C(C)C)s1	8	-2.5	-1.1	-2	-11
2	CCN(Cc1ccccc1)C(=O)CCCOc1ccccc1	13	0.4	-0.3	-7	-27
3	CCCCCSc1nnc2c(n1)OC(c1cccn1C)N(C(C)=O)c1ccccc1-2 (stereo not drawn)	-2	-3.7	-2.9	4	-8
4	CN(C)c1ccc(C(=S)N2CCCCC2)cc1	10	0.0	-1.1	2	-4
5	CC(=O)C1=C(C)NC2=C(C(=O)c3ccccc32)C1c1ccccc1 (stereo not drawn)	3	-3.0	-1.2	-6	3
6	Cc1ccc(C2(c3noc(CN4C[C@@H](C)O[C@@H](C)C4)n3)CCCC2)cc1	-9	-3.0	-3.1	-1	-17
7	O=C(c1ccc(F)cc1)c1c[nH]c(C(=O)NCc2cccnc2)c1	nt	-3.1	0.1	3	-6
8	Fc1ccccc1/C=C1\CCCC2=C1Nc1ncnn1C2c1ccccc1F (stereo not drawn)	-5	-2.1	-0.8	10	-17
9	COc1ccc(/C=C(/C(=O)Nc2ccccc2C(=O)NC(C)C)c2ccccc2)cc1	16	-3.4	-0.6	3	-3
10	O=C(NCc1ccco1)c1cnccn1	-22	-0.9	-0.2	3	-3
11	O=C1CCCc2c1sc1nc3n(c(=O)c21)CCCCC3	14	-3.2	-1.2	6	-7
12	Cc1ccc(-c2n[nH]c(=S)n2/N=C/c2ccc(C)s2)cc1	-25	-1.6	-1.0	-7	-21

nr	MEKK2 mut-MEK5	MEKK2wt PB1 HTS	M18AAP inhibitor	UBC9 SUMO inh
1	2	96	-1	2
2	2	99	-2	-17
3	2	97	-7	18
4	-11	83	3	-2
5	11	109	6	-6
6	9	95	-13	8
7	0	100	0	2
8	-5	89	13	-6
9	-3	93	-13	-29
10	2	105	-4	7
11	14	139*	1	6
12	2	101	-1	-10

# Looked up one by one from above, five records:
nr	Compound	NALP1 inh	IMP-1 inhibitor	VIM-2 inh	HCV NS3 hel inh	DNA FID counter
9	COc1ccc(/C=C(/C(=O)Nc2ccccc2C(=O)NC(C)C)c2ccccc2)cc1	16	-3.4	-0.6	3	-3
1	CCSc1nnc(NC(=O)[C@@H](NC(=O)c2cccc(C)c2)C(C)C)s1	8	-2.5	-1.1	-2	-11
12	Cc1ccc(-c2n[nH]c(=S)n2/N=C/c2ccc(C)s2)cc1	-25	-1.6	-1.0	-7	-21
5	CC(=O)C1=C(C)NC2=C(C(=O)c3ccccc32)C1c1ccccc1 (stereo not drawn)	3	-3.0	-1.2	-6	3
10	O=C(NCc1ccco1)c1cnccn1	-22	-0.9	-0.2	3	-3

nr	MEKK2 mut-MEK5	MEKK2wt PB1 HTS	M18AAP inhibitor	UBC9 SUMO inh
9	-3	93	-13	-29
1	2	96	-1	2
12	2	101	-1	-10
5	11	109	6	-6
10	2	105	-4	7

# The listing continues.
nr	Compound	NALP1 inh	IMP-1 inhibitor	VIM-2 inh	HCV NS3 hel inh	DNA FID counter
13	O=S(=O)(c1ccc(Cl)cc1)c1nc(-c2ccccc2F)oc1NCCN1CCOCC1	12	-3.2	-2.6	-27	-15
14	Cc1ccc2c(c1)sc1nc(=O)n(-c3ccc(Cl)c(Cl)c3)c(=O)n12	-22	0.3	1.2	17	-4
15	C=CCOc1ccc(Br)cc1CNC(C)(C)CO	10	-4.3	-2.8	-12	0
16	Cc1ccc(Oc2ccc(NC(=O)CSc3n[nH]c(N)n3)cc2)cc1	17	-2.4	-3.1	-5	-7
17	CN1CCN(C2=Cc3ccc(Cl)cc3Sc3ccc(F)cc32)CC1	27	-2.5	-1.1	-48	14
18	COc1ccc(C(C)=O)cc1CC(=O)Nc1ccc2c(c1)CCC2	28	1.6	1.9	13	-19
19	CC12CCC(C(=O)N3CCN(Cc4ccccc4)CC3)(OC1=O)C2(C)C (stereo not drawn)	-8	-5.9	-1.8	5	-12
20	Cn1cccc1Cc1nnc(SCC(=O)N2CCCCCC2)n1CCc1ccccc1	20	-4.9	-4.1	28	-49
21	Cc1cc(C)c2nc(NC(=O)c3ccco3)sc2c1	16	-0.9	-0.9	-5	-9
22	CCCC(=O)N1CCN(C2=NS(=O)(=O)c3ccccc32)CC1	14	-3.7	-2.8	1	1
23	O=C(N/N=C/c1cc2c(cc1Br)OCO2)c1ccccn1	9	-4.1	-3.5	1	0
24	Cc1ccc2c(c1)-c1cc(C)nn1C(c1sccc1C)N2 (stereo not drawn)	-2	-2.4	-5.3	2	-6

nr	MEKK2 mut-MEK5	MEKK2wt PB1 HTS	M18AAP inhibitor	UBC9 SUMO inh
13	8	118	2	0
14	4	95	1	-26
15	3	106	10	-7
16	-2	93	5	-3
17	27*	150*	-3	-4
18	-4	97	-2	4
19	0	105	-5	2
20	6	102	-13	22
21	2	107	3	11
22	2	98	1	11
23	-1	102	-5	0
24	1	101	-5	-20

# Molecules listed so far that contain an aryl methoxy group, in the order listed:
nr	Compound	NALP1 inh	IMP-1 inhibitor	VIM-2 inh	HCV NS3 hel inh	DNA FID counter
9	COc1ccc(/C=C(/C(=O)Nc2ccccc2C(=O)NC(C)C)c2ccccc2)cc1	16	-3.4	-0.6	3	-3
18	COc1ccc(C(C)=O)cc1CC(=O)Nc1ccc2c(c1)CCC2	28	1.6	1.9	13	-19

nr	MEKK2 mut-MEK5	MEKK2wt PB1 HTS	M18AAP inhibitor	UBC9 SUMO inh
9	-3	93	-13	-29
18	-4	97	-2	4

# Next section.
nr	Compound	NALP1 inh	IMP-1 inhibitor	VIM-2 inh	HCV NS3 hel inh	DNA FID counter
25	COCCNC(=S)N/N=C(\C)c1ccc(C)c([N+](=O)[O-])c1	28	-2.6	0.1	12	-11
26	Cc1ccc(Cl)cc1NC(=O)c1cc(NC(=O)C2CCCCC2C(=O)O)ccc1N1CCOCC1 (stereo not drawn)	8	-2.1	-0.7	7	-58
27	COc1ccc(NS(=O)(=O)c2cccc(N/C(=N\S(=O)(=O)c3ccccc3)c3ccc(F)cc3)c2)cc1	-10	0.6	-0.3	9	-23
28	COc1ccc(N(CC(=O)Nc2ccccc2C)S(=O)(=O)c2c(C)[nH]c(=O)[nH]c2=O)cc1	nt	1.3	1.8	6	-12
29	COc1ccc(-n2cc(-c3ccccc3)nc2SC)cc1	21	-1.9	-2.8	-7	-18
30	CC1(CC(=O)O)SC(=O)NC1=O (stereo not drawn)	17	-0.6	2.3	4	6
31	Cc1cc(C)cc(Oc2coc3cc(OC(=O)c4cccnc4)ccc3c2=O)c1	23	-1.1	2.8	13	-3
32	CS(=O)(=O)N(CC(=O)N1CCN(c2ccccc2F)CC1)c1cc(C(F)(F)F)ccc1Cl	7	-1.3	-1.0	11	-16
33	COc1ccc(-c2ocnc2C(=O)Nc2ccc(N3CCOCC3)cc2N2CCOCC2)cc1OC	0	-2.1	-0.2	-23	-43
34	C/C(Cn1nnc2ccccc21)=N\OC(=O)c1ccccc1C	26	-3.4	-1.5	6	-18
35	O=C(NC(=S)Nc1ccc(S(=O)(=O)NC2CCCCC2)cc1)c1cccs1	10	-3.4	-2.6	-15	-14
36	COc1ccc(NC(=O)c2ccc(CN(c3cc(Cl)ccc3C)S(=O)(=O)c3ccccc3)cc2)cc1OC	20	-2.3	-3.0	4	1

nr	MEKK2 mut-MEK5	MEKK2wt PB1 HTS	M18AAP inhibitor	UBC9 SUMO inh
25	-4	93	7	23
26	8	110	2	25
27	-1	101	-6	-6
28	-13	71	1	3
29	0	101	2	3
30	0	103	8	-28
31	-2	97	-9	39
32	-3	93	4	-4
33	-5	98	3	-11
34	1	104	-2	-6
35	3	94	2	5
36	5	100	2	4

# Other structures
nr	Compound	NALP1 inh	IMP-1 inhibitor	VIM-2 inh	HCV NS3 hel inh	DNA FID counter
37	N#C/C(=N\O)c1nc2ccccc2[nH]1	30	-0.3	-1.7	5	3
38	CCc1c(C)c(C#N)c2nc3ccccc3n2c1NCc1ccccn1	8	-2.1	3.3	0	-8
39	CCN(CCCCN1C(=O)c2ccccc2C1=O)c1ccc2c(c1)C(=O)N(C)C2=O	23	-2.0	-1.1	9	-13
40	Nc1nnc(SCCOc2ccccc2)s1	nt	-8.9	-4.3	5	2
41	CCOC(=O)N1CCN(CC(O)COc2ccc(C(C)C)c(C)c2)CC1 (stereo not drawn)	11	-4.2	-3.1	-16	-19
42	N/C(=C\C(=O)c1cc(Cl)ccc1O)C(Cl)(Cl)Cl	4	-1.0	-1.8	6	4
43	NC(=O)c1ccccc1NC(=O)c1ccoc1	34	-0.9	-2.2	5	-1
44	O=C(Nc1ccccc1N1CCOCC1)c1ccc2c(c1)OCCO2	26	0.7	0.9	5	-19
45	Cc1ccc(-n2c(SCC(=O)NCc3ccco3)nc3sc(C)c(C)c3c2=O)cc1	-46	-1.0	-2.3	-3	-9
46	COc1ccccc1/C=C1\SC(=O)N(CCC(=O)NCCCn2ccnc2)C1=O	2	-1.8	2.3	-12	10
47	O=C(c1ccc(CSc2ccccc2)cc1)N1CCCCCC1	38	-0.1	-0.1	-8	-39
48	O=C(O)c1ccc(N=NN2CCOCC2)cc1	14	-3.9	-5.1	-6	-6

nr	MEKK2 mut-MEK5	MEKK2wt PB1 HTS	M18AAP inhibitor	UBC9 SUMO inh
37	-3	90	3	12
38	3	97	1	25
39	-13	77	4	32
40	-4	102	-9	-4
41	5	102	0	-6
42	3	-3.0*	-11	24
43	-3	98	-2	8
44	1	107	-15	3
45	0	102	-4	-16
46	0	105	0	17
47	-1	99	-7	-10
48	0	97	-1	3
